Assay outcomes as filed in PubChem BioAssay.
P. falciparum M1AAP: P. falciparum M1AAP inhibitors, biochemical, fluorogenic H-Leu-NHMec substrate, 1536-well (AID 1445) | recombinant M1AAP, H-Leu-NHMec fluorogenic kinetic assay; higher % means a stronger effect | one-dose inhibition, % at 30 µM; IC50 in µM for titrated hits | 220,000 compounds, 0.42% hits;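 active means primary inhibition above the hit cutoff, then over 50% inhibition at one or more dose response concentrations, cut at about 23% in these data, passing the limit was not always enough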;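 further: plate controls were DMSO full reaction for no effect and no enzyme background for full effect; strong numbers were not always called active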
WT yeast gro inh: growth inhibition of WT yeast, mitochondrial fusion screen; inhibition, % at 10 µM; mitochondrial fusion phenotypic screen, WT strain; 190,000 compounds, 2.1% hits; AID 1362; in the data active means inhibition above about 58%; tested in S. cerevisiae
Dynein transport: blocks dynein driven cargo transport along microtubules; 3617.4 mouse cells, GR-EGFP nuclear translocation imaging; test concentration mostly 20 µM; stimulated with dexamethasone, 1 µM; active compounds read low; z-score, hits read low; 220,000 compounds, 0.47% hits;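 active means plate z-score of nuclear minus cytoplasmic receptor signal below a set negative limit, without overly bright fluorescence or cell loss, cut at about -3.5 in these data, passing the limit was not always enough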;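 further: z-score of nuclear minus cytoplasmic ring GR-EGFP intensity difference per well; some compounds called inactive have numbers as strong as hits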
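Schedule: 48 h induction, then 1 h compound, then 30 min agonist, 37 °C. Buffer or medium: tetracycline-free induction medium containing charcoal-stripped FBS. Reagent: 1.0 µM final dexamethasone stimulus. Evaluation: nuclear versus cytoplasmic GR-EGFP signal, averaged per well. Signal: high-content fluorescence imaging after fixation.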
b-catenin transl: modulators of beta-catenin nuclear translocation | 190,000 compounds, 0.3% hits | AID 1665 | nuclear translocation activity, % at 5 µM | HeLa beta-catenin nuclear translocation, immunofluorescence imaging;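 active means nuclear translocation activity above 50% at 5 µM, with a well cell count of 50 or more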;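 further: per-cell ratio of nuclear to cytoplasmic median beta-catenin stain intensity; plate controls were DMSO negative control for no effect and GSK-3 inhibitor IX positive control for full effect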
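Read-out: Nuclear/cytoplasmic beta-catenin signal ratio, % activation | Assay system: Human HeLa cell line | Times: 24 h compound exposure at 37°C, 5% CO2 | Signal: Fluorescence imaging of beta-catenin antibody stain plus DAPI | Dosing: 5 µM primary, 0.02–20 µM confirmation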
P. falciparum M17LAP: P. falciparum M17LAP inhibitors, primary screen, biochemical, fluorogenic H-Leu-NHMec substrate, 1536-well (AID 1619). recombinant M17LAP, H-Leu-NHMec fluorogenic kinetic assay; higher % means a stronger effect. 220,000 compounds, 0.38% hits. inhibition, % at 30 µM; hits with a dose series show IC50 in µM;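 active means compound inhibiting the enzyme by more than half at any dose during confirmatory dose-response retesting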;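 further: plate controls were full reaction with DMSO carrier for no effect and no enzyme background for full effect; strong numbers were not always called active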
MT stabilize HCS: microtubule stabilizers in HeLa cells; 200,000 compounds, 0.83% hits; HeLa tubulin immunostaining HCS, 24 h; share of cells brighter than vehicle mean+2SD; % tubulin-high responders, % at 10 µM;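 active means plate Z-score above 3 for both tubulin-high and condensed-nucleus cell shares, with cell loss under 80%, at 10 µM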;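 further: anti alpha tubulin signal scored within the nucleus-defined area of each cell; some results filed as inactive read as strong as hits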
T cell HTS: T cell immune modulation candidate; 2C CD8+ T cell-vesicle binding, flow cytometry; active compounds read low; calls only at 7 µM; 330,000 compounds, 0.068% hits;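 active means response, share of CD8 T cells binding vesicles, and their 90th percentile fluorescence all below set limits, cut at about 80% in these data, passing the limit was not always enough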
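Incubation: binding step 1.5 h, 37 °C, antibody labelling 20 min, ice; system: murine 2C transgenic CD8+ T lymphocytes; technique: cytometric PE anti-B7-1 and Alexa647 anti-CD8 signals after 1% paraformaldehyde fixation; also added: QL9-charged Drosophila Ld/ICAM-1/B7-1 vesicles; control set: naked versus QL9-loaded vesicles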
Autophagy mod: modulators of autophagy. MEF GFP-LC3 puncta imaging; test concentration mostly 10 µM. calls only at 10 µM (by protocol). 190,000 compounds, 0.98% hits. AID 463193;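 active means percentage of spot-positive cells more than 3 SD above its plate mean, without a fluorescence outlier flag or 80% toxicity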;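 further: spot-positive cell cutoff set from DMSO-treated cells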
Yfh1-depleted yeast: mitochondrial function rescue without frataxin homolog – Friedreich's ataxia, plus single-dose screen, dose response (AID 1465). S. cerevisiae Yfh1-off respiration, WST-1 reduction, 72 h; higher fold induction means a stronger effect. one-dose fold induction at 50 µM; EC50 in µM for titrated hits. 220,000 compounds, 0.074% hits;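 active means fold induction of absorbance versus untreated yeast above a set limit, then at least 30% activation at any dose in follow-up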;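 further: activators that raise dye reduction in frataxin-depleted yeast; strong numbers were not always called active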
WT yeast gro inh mutant strain: also measured in WT yeast gro inh; calls as there; inhibition, %; mitochondrial fusion phenotypic screen, mutant strain inhibition
Dynein transport cytoplasmic EGFP: further read-out of Dynein transport, marked with its call; z-score; measured here: cytoplasmic GR-EGFP intensity; active compounds read high
Dynein transport nuclear GR-EGFP: recorded beside Dynein transport, whose call it bears; z-score; measured here: nuclear GR-EGFP intensity;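 lower value marks the stronger effect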
Dynein transport cell count: also measured in Dynein transport; calls as there; z-score; measured here: cell count per field
b-catenin transl cell count 5 µM: further read-out of b-catenin transl, marked with its call; cell count; measured here: cell count, cytotoxicity flag
T cell HTS vesicle-bound %: recorded beside T cell HTS, whose call it bears; double positive events, %; measured here: CD8+ vesicle-bound cell fraction;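 binding gate set so that unloaded-vesicle control wells show 10% double positive cells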
MT stabilize HCS Hoechst-high %: also measured in MT stabilize HCS; calls as there; % Hoechst-high responders; measured here: nuclear condensation Hoechst responders;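 share of cells brighter than vehicle mean plus two SD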
MT stabilize HCS cytotoxicity %: second read-out of MT stabilize HCS, no call of its own (marks repeat the call); toxicity, %; measured here: cytotoxicity by cell density;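 0% = mean cell density of plate MIN control wells and 100% = no cells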
Autophagy mod cell loss 18 h: second read-out of Autophagy mod, no call of its own (marks repeat the call); toxicity, %; measured here: cell loss, nuclei count;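 cell loss after 18 h compound exposure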
Active calls of the source: *; i = inactive; . = not tested or not shown; + = active, no number. This is a random part of the collection. Share with any hit: about 4.4%.

SMILES	P. falciparum M1AAP	WT yeast gro inh	WT yeast gro inh mutant strain	Dynein transport	Dynein transport cytoplasmic EGFP	Dynein transport nuclear GR-EGFP	Dynein transport cell count	b-catenin transl	b-catenin transl cell count 5 µM	P. falciparum M17LAP	MT stabilize HCS	MT stabilize HCS Hoechst-high %	MT stabilize HCS cytotoxicity %	T cell HTS	T cell HTS vesicle-bound %	Autophagy mod	Autophagy mod cell loss 18 h	Yfh1-depleted yeast
CC(=O)NCCc1nc2ccccc2n1Cc1ccc(Cl)cc1	1%	-13	-11	0.5	-0.073	0.31	0.47	-1.8	1047	8%	2.0	2.5	9.6	i	5	i	-5	i
S=C1NC(c2ccccc2)=NCN1c1ccc(Cl)cc1	10%	.	.	-0.61	0.062	-0.11	0.71	.	.	5%	1.5	2.2	9.4	i	39	i	3	.
CCC(C)Sc1nc2c(cnn2-c2ccc(C)cc2)c(=O)[nH]1 (stereo unspecified)	4%	1	8	-0.45	0.033	-0.2	0.22	-0.9	1073	1%	2.7	2.8	4.7	i	45	i	11	i
CC(C)CCn1cnc2c(c1=O)c1nc3ccccc3nc1n2Cc1ccc2c(c1)OCO2	2%	-4	-12	-0.12	-0.2	0.11	0.24	1.9	530	-25%	4.5	2.8	0.6	.	.	i	-9	i
CCNC(=S)N1CCC(c2nc3cc(C)c(C)cc3[nH]2)CC1	2%	-12	-3	-0.59	-0.13	-0.24	0.095	-0.1	1121	8%	2.1	1.6	13	i	62	i	-5	i
CC(C)Sc1nnc(Nc2ccccc2)s1	-2%	9	5	-0.55	-0.24	0.016	0.41	-6.5	999	36%	2.6	2.9	1.6	i	57	.	.	i
Cc1c(NC(=O)CN2CCN(c3ccc(O)cc3)CC2)c(=O)n(-c2ccccc2)n1C	0%	11	-2	0.078	-0.33	0.31	0.56	1.5	1052	-3%	6.3	2.6	7.8	i	45	i	4	i
CC(C)N1C(=O)C2C(C(=O)NC3CCCCC3)C3C=CC2(O3)C1C(=O)NC1CCCC1 (stereo unspecified)	2%	-6	-43	1.8	-0.28	1	-0.3	.	.	1%	1.6	1.7	16	i	23	i	-4	i
CCCC(c1nnnn1CC(=O)OCC)N(Cc1cc2c(C)cc(C)cc2[nH]c1=O)C1CCCC1 (stereo unspecified)	19%	-13	-108	-0.53	-0.24	-0.16	0.4	-0.4	917	11%	2.4	1.3	6.0	i	52	i	-3	i
CCCn1c(SCC(=O)N2CCCc3ccccc32)nnc1-c1ccccn1	3%	-12	-11	0.97	0.27	0.91	-1	-1.0	1128	-4%	9.4	2.3	6.2	i	45	i	0	.
O=C(OC1CCS(=O)(=O)c2sccc21)c1ccccc1 (stereo unspecified)	9%	-22	-22	2	-0.32	0.99	-0.43	4.6	1409	-3%	3.1	1.5	5.1	i	64	i	-19	i
Cc1ccc(C(=O)N2CCN=C2SCc2ccc([N+](=O)[O-])cc2)cc1C	0%	-11	-18	-0.98	-0.23	-0.4	1.2	2.1	1029	6%	3.5	1.8	8.2	i	56	i	5	i
Cc1ccc(-c2n[nH]c3c2CCC3)cc1	2%	8	36	-0.0023	-0.064	-0.15	0.16	.	.	-8%	2.0	2.0	13	i	54	i	-12	i
CC(C)CNc1c(N)n(CC(C)C)c(=O)[nH]c1=O	-1%	6	1	1.6	-0.22	2.2	-1.1	0.1	1002	-1%	3.0	1.6	20	.	.	i	-8	i
COc1ccccc1-c1cc(C(F)(F)F)nc(S(=O)(=O)CCCC(=O)N2CCOCC2)n1	11%	0	0	-0.65	3.3	0.67	-4.4	-2.0	1138	-4%	20	32	96	i	46	i	26	i
OC1CCCN(C(=S)Nc2ccc(SC(F)F)cc2)C1 (stereo unspecified)	6%	1	-5	1.8	-0.096	0.92	-0.94	0.3	1015	6%	3.8	2.1	8.8	i	23	i	6	i
Cn1c(=O)n(CCOc2ccc(Cl)cc2Cl)c2ccccc21	2%	6	15	-0.75	0.2	-0.12	1.3	.	.	1%	1.9	1.8	7.8	i	39	i	4	i
C/C(=N\NC(=O)c1ccc(C)cc1)C1C(=O)c2ccccc2C1=O	10%	-1	4	-0.74	0.035	-0.69	0.68	.	.	-6%	2.7	1.9	3.9	i	32	i	-7	i
Cc1cc(OCC(=O)N2CCOCC2)c(C(C)C)cc1Cl	2%	-12	-11	-0.58	-0.27	-0.24	0.18	.	.	0%	2.4	0.5	31	i	36	i	0	i
COc1ccc(N/C=C\C(=O)c2ccc(Br)cc2)cc1OC	3%	-6	5	0.6	-0.23	0.45	0.12	1.2	735	3%	2.0	2.0	6.2	i	32	i	-8	i
CC(=O)Nc1ccc(C(=O)CSc2ncn(-c3ccccc3)n2)cc1	-2%	25	24	1.8	-0.16	0.81	-1.2	3.1	1033	30%	1.3	1.4	10	i	19	i	-2	i
COc1cc2ccccc2cc1C(=O)N1CCN(C)CC1	-3%	-13	-9	-0.4	0.21	-0.74	-0.027	-0.8	1032	9%	5.2	2.5	4.3	i	8	i	16	i
Cc1noc(C)c1N=Nc1ccccc1C(=O)O	2%	-5	8	-0.99	-0.29	-0.38	0.25	1.8	1120	9%	4.9	2.3	7.6	i	38	i	-1	i
Cc1cc(C)c(NC(=O)C2CCCN2CCOC(=O)c2cccc([N+](=O)[O-])c2)c(C)c1 (stereo unspecified)	6%	5	-1	-0.26	-0.17	0.034	0.098	2.2	505	0%	3.3	2.3	1.7	i	52	i	4	i
COc1ccccc1C(=O)Nc1ccc(CN2CCCCC2)cc1	5%	6	4	0.82	-0.11	-0.16	-1.9	0.3	1351	-7%	3.1	2.3	6.6	i	12	i	-2	i
COc1ccccc1C(=O)N(NC(=O)Oc1ccccc1)C(C)(C)C	0%	-10	-16	-0.4	-0.31	-0.32	0.38	-0.8	980	-5%	2.7	2.9	2.1	i	6	i	-4	i
COc1ccccc1C(C)NCC(=O)Nc1c(F)cccc1F (stereo unspecified)	3%	13	11	-0.55	-0.26	-0.12	0.27	0.3	1144	0%	3.8	3.7	0.2	i	30	i	15	i
O=C(N/C(=C/c1ccccc1)C(=O)N1CCCCCC1)c1ccccc1	0%	-3	10	-0.16	-0.32	0.041	0.53	2.2	524	0%	2.1	2.1	12	i	64	i	-15	i
Cc1[nH]c2ccccc2c1-c1ccc(Cl)nn1	3%	-18	6	0.78	-0.14	0.3	0.022	1.8	1157	16%	2.1	1.9	2.4	i	58	i	13	i
O=S(=O)(Nc1ncccn1)c1ccc(NC(=S)Nc2cccc(Cl)c2)cc1	7%	.	.	0.57	-0.21	0.18	-0.75	0.3	1160	-1%	.	.	.	i	18	.	.	i
CC(=O)Nc1ccc2[nH]c(C)c(CC=C(Cl)Cl)c(=O)c2c1	5%	28	1	3.9	-0.17	1.7	0.41	-2.2	1288	-9%	2.5	1.4	4.8	i	14	i	-7	i
COc1ccc(-c2cc(-c3ccc(OC)cc3)nc(-c3ccc4c(c3)NC(=O)CO4)c2)cc1	9%	12	9	-0.42	0.15	0.045	0.2	-2.7	1148	-2%	3.4	3.2	3.2	i	31	+	-2.0*	i
COc1ccc2c(c1)c1ccccc1n2C	4%	6	-2	0.67	-0.15	1.1	-2	0.3	926	5%	3.5	2.8	5.8	i	21	i	1	i
Cc1cc(NC(=O)c2ccc(N3C(=O)CCC3=O)cc2)no1	0%	-14	3	0.49	-0.24	-0.7	0.68	4.4	1418	5%	3.5	2.3	8.1	i	44	i	-3	i

Complete entries from above. Screens in order: P. falciparum M1AAP | WT yeast gro inh | WT yeast gro inh mutant strain | Dynein transport | Dynein transport cytoplasmic EGFP | Dynein transport nuclear GR-EGFP | Dynein transport cell count | b-catenin transl | b-catenin transl cell count 5 µM | P. falciparum M17LAP | MT stabilize HCS | MT stabilize HCS Hoechst-high % | MT stabilize HCS cytotoxicity % | T cell HTS | T cell HTS vesicle-bound % | Autophagy mod | Autophagy mod cell loss 18 h | Yfh1-depleted yeast
`COc1ccc(-c2cc(-c3ccc(OC)cc3)nc(-c3ccc4c(c3)NC(=O)CO4)c2)cc1` across the screens: 9% | 12 | 9 | -0.42 | 0.15 | 0.045 | 0.2 | -2.7 | 1148 | -2% | 3.4 | 3.2 | 3.2 | i | 31 | + | -2.0* | i
`COc1ccc2c(c1)c1ccccc1n2C` across the screens: 4% | 6 | -2 | 0.67 | -0.15 | 1.1 | -2 | 0.3 | 926 | 5% | 3.5 | 2.8 | 5.8 | i | 21 | i | 1 | i
`Cc1cc(NC(=O)c2ccc(N3C(=O)CCC3=O)cc2)no1` across the screens: 0% | -14 | 3 | 0.49 | -0.24 | -0.7 | 0.68 | 4.4 | 1418 | 5% | 3.5 | 2.3 | 8.1 | i | 44 | i | -3 | i
`CC(=O)Nc1ccc2[nH]c(C)c(CC=C(Cl)Cl)c(=O)c2c1` across the screens: 5% | 28 | 1 | 3.9 | -0.17 | 1.7 | 0.41 | -2.2 | 1288 | -9% | 2.5 | 1.4 | 4.8 | i | 14 | i | -7 | i
